Source: PubChem BioAssay (several laboratories)
KCNK3 inh: human KCNK3 channel inhibition, primary screen | 340,000 tested, 0.84% active | O14649 | CHO-KCNK3 thallium flux, FluxOR fluorescence; active compounds read low | AID 602410 | B-score at 10 µM;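 active = B-score under library mean minus 4 SD, starting fluorescence ratio at most library mean plus 5 SD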;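 also: more negative B-score means stronger inhibition of thallium flux through KCNK3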
Target sequence (O14649 whole entry, looked up): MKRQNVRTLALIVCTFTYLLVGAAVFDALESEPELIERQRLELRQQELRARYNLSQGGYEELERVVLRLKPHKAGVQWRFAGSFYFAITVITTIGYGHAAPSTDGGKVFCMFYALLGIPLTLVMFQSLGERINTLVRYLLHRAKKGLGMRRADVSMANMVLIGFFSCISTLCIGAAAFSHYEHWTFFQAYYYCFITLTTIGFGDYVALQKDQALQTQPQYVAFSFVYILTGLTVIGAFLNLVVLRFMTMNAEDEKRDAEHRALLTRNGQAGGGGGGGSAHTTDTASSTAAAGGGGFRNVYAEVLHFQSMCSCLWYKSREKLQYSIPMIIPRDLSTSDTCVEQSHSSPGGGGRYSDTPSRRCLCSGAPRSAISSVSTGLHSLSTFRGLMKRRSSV
KCNK9 inh: human KCNK9 channel inhibition; HEK293 KCNK9, FluxOR thallium flux fluorescence; active compounds read low; 310,000 tested, 1.2% active; Q9NPC2; B-score at 10 µM; AID 488922;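 active = ratio B-score over 3 SD below the library mean, with starting fluorescence within 5 SD of its mean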;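 also: negative B-score means less thallium flux so channel inhibition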
Target sequence (Q9NPC2 whole entry, looked up): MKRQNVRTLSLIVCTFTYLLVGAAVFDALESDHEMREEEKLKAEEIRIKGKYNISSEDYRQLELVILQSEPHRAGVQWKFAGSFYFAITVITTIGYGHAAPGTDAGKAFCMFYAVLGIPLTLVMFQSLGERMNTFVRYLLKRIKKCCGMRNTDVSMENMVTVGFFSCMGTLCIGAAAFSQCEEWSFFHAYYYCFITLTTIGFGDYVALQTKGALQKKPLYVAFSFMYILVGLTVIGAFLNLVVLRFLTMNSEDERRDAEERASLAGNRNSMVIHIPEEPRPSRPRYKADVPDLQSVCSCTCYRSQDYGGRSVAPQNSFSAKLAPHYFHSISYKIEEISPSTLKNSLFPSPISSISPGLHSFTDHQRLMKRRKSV
Dyrk1A ADPGlo: inhibitors of rat Dyrk1A kinase; ADP-Glo luminescence, NFATc1 peptide; Q63470; 310,000 tested, 0.43% active; inhibition, % at 12.5 µM; in the data active = inhibition above about 50%;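 also: plate controls were vehicle with enzyme for no effect and no enzyme for full effect; many of its hits are not listed in these tables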
TRPC4 PAM: allosteric potentiators of mouse TRPC4 channel; HEK293 TRPC4beta/mu-opioid, DAMGO EC20, Fluo-4 Ca2+ flux; active compounds read high; B-score at 10 µM; 310,000 tested, 0.42% active; AID 2227;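 active = B-score of calcium response area above 5 SD of library B-scores, with initial fluorescence ratio within 5 SD of library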;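 also: B-score of integrated fluorescence ratio over time as area under calcium response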
KCNQ1 block: human KCNQ1 channel inhibition; P51787; CHO-K1 KCNQ1, FluxOR thallium flux fluorescence; active compounds read high; B-score at 10 µM; 310,000 tested, 1.3% active;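 active = compounds whose thallium flux B-score, printed positive for inhibition, exceeds three library SD while starting fluorescence stays within three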;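 also: channel opened by potassium depolarization with thallium stimulus after 20 min compound exposure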
TRPC4 act: opens the mouse TRPC4 cation channel. HEK293 TRPC4beta/mu-opioid, Fluo4 calcium fluorescence; active compounds read high. B-score at 10 µM. Q9QUQ5. 310,000 tested, 0.49% active;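 active = B-score above 5 SD of library B-scores, and initial fluorescence ratio not above library mean plus 5 SD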;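 also: positive B-score marks a calcium rise read as TRPC4 activation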
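System – HEK293 cells stably co-expressing mouse TRPC4beta and mu-opioid receptor · Signal – Fluo4 calcium-sensitive dye fluorescence, kinetic, 1 Hz baseline · Benchmarks – buffer (low) and maximal DAMGO (high) · Read-out – B score of integrated fluorescence ratio per well · Incubation – dye loading 45 min room temperature, 110 s kinetic read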
PolyA inh: inhibitors of polyadenylation in S. cerevisiae | 300,000 tested, 0.02% active | S. cerevisiae SKY197-pL101 polyadenylation reporter, beta-gal luminescence; efflux-impaired pdr1/pdr3 knockout yeast; score 100 = 6 SD above DMSO | AID 1875 | calls only at 12 µM;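 active = lowest replicate activity score at least 50, where 100 means six control SD above control mean; inconclusive = lowest score under 50 but half or more replicates reach 50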;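 also: yeast exposed to compound for 9 h at 30 °C; higher score means more reporter readthrough which indicates perturbed polyadenylation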
hERG protect: hERG (human) protection from proarrhythmic block; 310,000 tested, 0.51% active; Q12809; CHO-hERG, FluxOR thallium flux, dofetilide IC70 present; activation (rescue from dofetilide block), less the hit threshold, % at 10 µM;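 active = activation above the mean of controls blocked by dofetilide plus 5 SD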;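 also: thallium influx through hERG after potassium depolarization seen as dye fluorescence rise; in these data hits start at about 4.7%; inactives centre near -7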
KCNQ1 pot: human KCNQ1 channel potentiation or activation; CHO-K1 KCNQ1, thallium flux FluxOR fluorescence; active compounds read high; B-score at 10 µM; AID 2648; 310,000 tested, 0.35% active;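 active = fluorescence ratio B-score, a plate-corrected score, at least three library SD, with initial intensity B-score within 5 SD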
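Assay system: stable KCNQ1 CHO-K1 line; medium: assay buffer, equal DMSO in all wells; timing: 90 min dye loading and 20 min compound exposure, both at room temperature; technique: kinetic FluxOR thallium fluorescence, 10-s 1-Hz baseline, 110-s post-stimulus read; read-out basis: B score of baseline-normalized fluorescence ratio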
TRPC4 inh: blocks the mouse TRPC4 cation channel. Q9QUQ5. AID 2247. 300,000 tested, 0.39% active. HEK293 TRPC4beta/mu-opioid, DAMGO-evoked Fluo4 calcium flux; active compounds read low. B-score at 10 µM;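 active = B-score over 3 SD under the library average, no early fluorescence shift, positive overall ratio signal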
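Assay system: Stable TRPC4beta/mu-opioid receptor HEK293 cells | Reagent: DAMGO in two steps, submaximal then maximal | Compound dosing: Single concentration per test compound | Signal: Fluo4 Ca2+ flux fluorescence | Evaluation: Per-well B score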
Platelet DG rel: modulates dense granule release in human platelets; AID 1663; inhibition, %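 (compounds screened at 7.5 µM in platelet-rich plasma)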; 300,000 tested, 0.22% active; human platelet-rich plasma, SFLLRN dense granule ATP release, luminescence;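 active = mean replicate score, as percent of positive control, at or above 50; inconclusive = mean below 50 but at least one replicate at or above 50; inactive = mean and every replicate below 50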
Starred values were filed as active, the others as inactive; i = inactive; ? = inconclusive; . = not tested or not shown. Some of the compounds tested. The share of hits here may be higher or lower than overall.

SMILES	KCNK3 inh	KCNK9 inh	Dyrk1A ADPGlo	TRPC4 PAM	KCNQ1 block	TRPC4 act	PolyA inh	hERG protect	KCNQ1 pot	TRPC4 inh	Platelet DG rel
O=C1CS/C(=N/N=C2CCCC2)N1	i	i	-2	i	i	i	i	-9	i	i	-4
CCCCNC(=O)/C=C/c1cccs1	i	i	-3	i	i	i	i	-8	i	i	8
O=C(c1ccc(Sc2cccc(Cl)c2)c([N+](=O)[O-])c1)N1CCN(c2ccccn2)CC1	i	i	1	i	i	i	i	-4	i	i	1
CCOc1cc(CNc2ccc(O)cc2)ccc1OCc1ccc(Cl)cc1Cl	i	i	-4	i	i	i	i	-2	i	i	-1
CCCCCCNCc1cccc(Br)c1	i	i	.	i	i	i	i	-8	i	i	5
CCOC(=O)c1ccccc1NC(=O)Cn1cnc2c(cnn2-c2ccccc2)c1=O	i	i	-6	i	i	i	i	-3	i	i	-1
CC(SC(=S)N(C)Cc1cccs1)C(=O)O (centres undefined)	i	i	4	i	i	i	i	-12	i	i	5
CN1CCN(c2ccc([N+](=O)[O-])cc2C(=O)c2ccc(Br)cc2)CC1	i	i	-1	i	i	i	i	-17	i	i	11
Nc1c(Sc2ccccc2)c(=O)[nH]c(=O)n1Cc1ccccc1	i	i	.	i	i	i	i	2	i	i	-1
Cc1c(Cl)c([N+](=O)[O-])nn1CC(=O)NC(C)C1CC2CCC1C2 (centres undefined)	i	i	-6	i	i	i	i	-8	i	i	-5
COc1cc(Cn2ccnc2)c(OC)cc1Cn1ccnc1	i	i	8	i	i	i	i	-8	i	i	-2
COC(=O)c1cnc(Oc2c(Cl)cc(N)cc2Cl)cc1C(F)(F)F	i	i	.	22*	i	i	i	-4	i	i	20
Nc1nc(SCC(=O)Nc2ccc(Cl)c(S(=O)(=O)N3CCOCC3)c2)n[nH]1	i	i	-1	i	i	i	i	-8	i	i	-1
Cc1cc2nc[nH]c2cc1[N+](=O)[O-]	i	i	3	i	i	i	i	-7	i	i	0
COc1ccc(OC)c(-c2csc(NC(=O)C3=NNC(=O)CC3)n2)c1	i	i	1	i	i	i	i	-6	i	i	5

Pulled by compound from above:
SMILES	KCNK3 inh	KCNK9 inh	Dyrk1A ADPGlo	TRPC4 PAM	KCNQ1 block	TRPC4 act	PolyA inh	hERG protect	KCNQ1 pot	TRPC4 inh	Platelet DG rel
COc1cc(Cn2ccnc2)c(OC)cc1Cn1ccnc1	i	i	8	i	i	i	i	-8	i	i	-2
O=C(c1ccc(Sc2cccc(Cl)c2)c([N+](=O)[O-])c1)N1CCN(c2ccccn2)CC1	i	i	1	i	i	i	i	-4	i	i	1

Only KCNQ1 pot, hERG protect and KCNQ1 block (4 entries from above):
SMILES	KCNQ1 pot	hERG protect	KCNQ1 block
Cc1cc2nc[nH]c2cc1[N+](=O)[O-]	i	-7	i
Cc1c(Cl)c([N+](=O)[O-])nn1CC(=O)NC(C)C1CC2CCC1C2 (centres undefined)	i	-8	i
CCOC(=O)c1ccccc1NC(=O)Cn1cnc2c(cnn2-c2ccccc2)c1=O	i	-3	i
COC(=O)c1cnc(Oc2c(Cl)cc(N)cc2Cl)cc1C(F)(F)F	i	-4	i

Next part.
SMILES	KCNK3 inh	KCNK9 inh	Dyrk1A ADPGlo	TRPC4 PAM	KCNQ1 block	TRPC4 act	PolyA inh	hERG protect	KCNQ1 pot	TRPC4 inh	Platelet DG rel
O=C1N/C(=N/S(=O)(=O)c2ccccc2)S/C1=C/c1cccnc1	i	i	1	i	i	i	i	-11	i	i	-7
Nc1nonc1C(=O)NCCNCc1cc(Br)ccc1OCc1ccccc1F	i	i	-2	i	i	i	i	-27	i	i	-5
CCOC(=O)CSc1nnc(CNc2ccc(F)cc2)o1	i	i	4	i	i	i	i	-15	i	i	-5
O=C(NC1CC2CCCC(C1)N2C(=O)Nc1ccc(Cl)c(C(F)(F)F)c1)C1CC1 (centres undefined)	i	i	4	i	i	i	i	-14	i	i	0
CCCC(CCC(=O)OC)(C(=O)OCC)c1csc(N)n1 (centres undefined)	i	i	2	i	i	i	i	-9	i	i	-6
COc1ccc(CCNC(=O)C2CC(c3cccc([N+](=O)[O-])c3)=NO2)cc1 (centres undefined)	i	i	11	i	i	i	i	-5	i	i	-3
Cc1ccc(-n2c(SCC(=O)Nc3cc(C)on3)nc3c(c2=O)SC(C)C3)cc1 (centres undefined)	i	i	0	i	i	i	i	-8	i	i	9
COc1ccc(-c2nnc(NC(=O)c3ccc(S(=O)(=O)N4CCc5ccccc5C4)cc3)o2)cc1	i	i	-4	i	i	i	i	-2	i	i	-5
Cc1ccc(NC(=O)N(CCCN2CCOCC2)Cc2cc3cc4c(cc3[nH]c2=O)OCO4)cc1	i	i	2	i	i	i	i	-3	i	i	1
O=C(Cc1cccs1)N1CCN(S(=O)(=O)c2cccc([N+](=O)[O-])c2)CC1	i	i	5	i	i	i	i	-2	i	i	7
Cc1ccc(CN2CCNC(=O)C2CC(=O)N(C)C2CCCCC2)o1 (centres undefined)	i	i	1	i	i	i	i	-8	i	i	-2
COc1ccc(OC)c(C2c3[nH]c4ccccc4c3C[C@H]3C(=O)N(CCCOC(C)C)CC(=O)N23)c1 (some centres undefined)	i	i	4	i	i	i	i	-12	i	i	-3
[O-]C1=N/[N+](=C/c2ccc(Cl)cc2)CC1	i	i	3	i	i	i	i	-4	i	i	-7
CCCNC(=O)Nc1nc(CC(=O)OCC)cs1	i	i	-7	i	i	i	i	-15	i	i	0
Cc1[nH]n(-c2ccc(Cl)cc2)c(=O)c1C=Nc1ccc(S(=O)(=O)N2CCOCC2)cc1	i	i	.	i	i	i	i	-3	i	i	-1
CCC(NS(=O)(=O)c1ccc(OC)cc1)C(=O)NCCC1=CCCCC1 (centres undefined)	i	i	-8	i	i	i	i	1	i	i	10
O=C(NC1CC1)C1=C[C@@H](c2coc3ccccc3c2=O)C[C@@H](OCc2ccc(CO)cc2)O1	i	i	.	i	i	i	i	-9	i	i	-3
Cc1ccc(NC(=O)CCn2ccc([N+](=O)[O-])n2)nc1	i	i	4	i	i	i	i	-10	i	i	17
O=C(NCCCN1CCCCC1)C1CCCN(c2ncnc3c2nc2n3CCCCC2)C1 (centres undefined)	i	i	-3	i	i	i	i	-6	i	i	2
COc1ccccc1NC(=O)CSc1nnc(Cc2ccccc2)o1	i	i	-3	i	i	i	i	-5	i	.	2
CCc1cccc(C)c1NC(=O)CCCC(=O)O	i	i	-9	i	i	i	i	-1	i	i	-3
COc1cc(C(=O)Nc2cc(C(F)(F)F)ccc2-n2cncn2)cc(OC)c1OC	i	i	-6	i	i	i	i	-7	i	i	4
CCOC(=O)C1=C(C)NC2=C(C(=O)CCC2)C1c1cccnc1 (centres undefined)	i	i	0	i	i	i	i	-9	i	i	0
O=C(c1ccc(S(=O)(=O)N2CCOCC2)cc1)N1CCN(c2ccc(F)cc2)CC1	i	i	-10	i	i	i	i	-7	i	i	?
C/C(=N\NC(=S)Nc1cccc(C)c1)c1ccco1	i	i	5	i	i	i	i	5.8*	13*	i	-6
Cc1ccc(SCC(=O)Nc2ccc(C(=O)Nc3ccc(O)cc3)cc2)cc1	i	i	3	i	i	i	i	-1	i	i	4
Cc1ccc(SC(C)C(=O)NCc2ccc(F)cc2)cc1 (centres undefined)	i	i	1	i	i	i	i	-9	i	i	-1
O=C(CSc1nnnn1C1CCCC1)Nc1ccc(F)cc1	i	i	-3	i	i	i	.	-11	i	i	1
CC1Cc2cc(S(=O)(=O)N3CCC(C(=O)N(C)Cc4ccccc4)CC3)ccc2N1C(=O)C1CC1 (centres undefined)	i	i	2	i	i	i	i	-9	i	i	-7
Cc1[nH]n2c(=O)c3c(nc2c1-c1ccccc1)CCC3	i	i	12	i	i	i	.	-6	i	-6*	-15
CCC(=O)Nc1ccc(C(=O)Nc2ccc(Br)cc2F)cc1	i	i	-2	i	i	i	i	-14	i	i	-5
CC1c2cc3c(cc2CCN1C(=O)c1ccc(Br)cc1)OCCCO3 (centres undefined)	i	i	-1	i	i	i	i	-17	i	i	3
Cc1nc2ccc(S(=O)(=O)NC(C(=O)N3CCn4c3nc3ccccc34)C(C)C)cc2s1 (centres undefined)	i	i	-5	i	i	i	i	-5	i	i	-5
COc1cccc(NC(=O)CN(C)C(C)C(=O)Nc2ccc(C#N)cc2)c1 (centres undefined)	i	i	4	i	i	i	i	-7	i	i	-2
CCOc1ccc(NC(=O)Cn2c(=O)oc3cc(Cl)ccc32)cc1	i	i	-6	i	i	i	i	0	i	i	2
O=c1oc2ccccc2c(O)c1/C=C1\C=Nc2ccccc21	i	i	.	i	i	85*	i	-4	i	i	4
COc1cc(OC)c(C#N)c(S(=O)(=O)Cc2ccccc2)c1	i	i	5	i	i	i	i	-7	i	i	0
COCCCNC(=O)C(=O)Nc1cc2c3c(c1)CCC(=O)N3CCC2	i	i	14	i	i	i	i	-7	i	i	-18
COc1ccc(S(=O)(=O)NCCSCc2ccco2)cc1C	i	i	-3	i	i	i	i	-7	i	i	1
CCn1cc(CN2CCc3c([nH]c4ccccc34)C2c2cccc(OC)c2)c(C)n1 (centres undefined)	i	i	-2	i	i	i	i	-10	i	i	1
C=CCOc1cccc(C2NC(=O)c3ccccc3O2)c1 (centres undefined)	i	i	-2	i	i	i	i	-2	i	i	-4
O=C(O)c1ccc(/C=N/NC(=O)C(O)(c2ccccc2)c2ccccc2)cc1	i	i	-1	i	i	i	i	-8	i	i	-3
CCOc1ccc(NC(=O)CCS(=O)(=O)c2ccc3c(c2)CCCN3C(=O)CC)cc1	i	i	3	i	i	i	i	-1	i	i	0
Cc1cc([N+](=O)[O-])nn1CC(=O)Nc1ccc(F)cc1	i	i	.	i	i	i	i	-13	i	i	-1
Cc1ccc(S(=O)(=O)NCCN=C(CN2CCOCC2)NS(=O)(=O)c2ccc(C)cc2)cc1	i	i	-1	i	i	i	.	-7	i	i	-9
CC(=O)Nc1cccc(NC(=S)Nc2cccc3ccccc23)c1	i	i	5	i	i	i	i	-8	i	i	0
Cc1ccc(C(=O)N2CCN(C(=O)c3ccco3)CC2)cc1NC(=O)c1ccco1	i	i	-1	i	i	i	i	-11	i	i	1
CC1C2CC(C(S(=O)(=O)N3CCOCC3)C2=O)C1(C)C (centres undefined)	i	i	4	i	i	i	i	-7	i	i	1
Cc1cccc(S(=O)(=O)NNC(=O)Cc2cccn2C)c1	i	i	-2	i	i	i	i	-6	i	i	1
